Screens (PubChem)
Hep lipid drop: inhibitors of hepatocyte lipid droplet formation, primary screen, imaging, high-throughput imaging, BODIPY stain; AML12 mouse hepatocytes, oleate lipid droplets; inhibition, % at 6.5 µM; 0.4% of 240,000 active; AID 1656, 2009;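 active = lipid droplet intensity inhibited by at least 50%, with more than 500 cells counted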
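Material – mouse AML12 hepatocyte cell line, fixed after treatment · Compound dosing – one dose, 6.5 µM compound · Times – compound with oleate, overnight · Measured by – Image-based BODIPY and DAPI two-channel analysis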
bCat nuc transl: modulators of beta-catenin nuclear translocation, primary screen, imaging, HeLa cells, immunofluorescence, high-content; 0.3% of 190,000 active; nuclear translocation activity, % at 5 µM;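 active = nuclear translocation activity above 50% at 5 µM, with a well cell count of 50 or more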;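 note: per-cell ratio of nuclear to cytoplasmic median beta-catenin stain intensity; plate controls were DMSO negative control for no effect and GSK-3 inhibitor IX positive control for full effect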
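Signal – beta-catenin immunofluorescence imaging with DAPI · Test system – human HeLa cell line · Dosing – 5 µM primary single dose, 0.1% DMSO, 0.02–20 µM confirmation series · Measure – % activation, nuclear-to-cytoplasmic median beta-catenin signal ratio per cell · Incubation – 24 h compound exposure at 37°C, 5% CO2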
ER stress rescue: rescue of cells from ER stress-induced death, primary screen, 384-well, CSM14.1, thapsigargin, ATP luminescence (AID 1222); CSM14.1 thapsigargin-induced death rescue, ATP luminescence; higher % means a stronger effect; cellular ATP content (survival), % at 20 µM, or EC50 in µM where a hit was titrated; 190,000 tested, under 10 active;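 active = EC50 below 50 µM in the dose-response confirmation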;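 note: death triggered by thapsigargin at about 15 µM added after 2 h compound pretreatment; cell ATP read after overnight thapsigargin exposure of roughly 18 to 22 hours; normalized against plate controls of thapsigargin alone and 5% DMSO vehicle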
Autophagy mod: autophagy modulators in MEF cells, primary screen, imaging, high-content, MEF GFP-LC3; MEF GFP-LC3 puncta imaging; test concentration mostly 10 µM; calls only at 10 µM (by protocol); 0.98% of 190,000 active;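 active = percentage of spot-positive cells more than 3 SD above its plate mean, without a fluorescence outlier flag or 80% toxicity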;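 note: spot-positive cell cutoff set from DMSO-treated cells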
WT yeast gro inh: growth inhibition of WT strain, primary screen, mitochondrial fusion inhibitor project, WT and mutant strains, chemical genetic; mitochondrial fusion phenotypic screen; inhibition, % at 10 µM; 2.1% of 190,000 active; AID 1362, 2008; in the data active = inhibition above about 58%; tested in S. cerevisiae
Ins promoter up: insulin promoter activators in MIN6 cells, imaging, high-content screening, mouse beta cells | MIN6 insulin promoter-GFP reporter; hits give high values | z-score at 5 µM | 0.3% of 190,000 active | AID 1625, 2009;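 active = z-score above 3 at 5 µM with at least 500 cells counted in the well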
XIAP displacement: XIAP antagonists, biochemical, IAP family, fluorescence polarization (AID 1018); E3 ubiquitin-protein ligase XIAP (Homo sapiens); one-dose displacement, % at 20 µM; IC50 in µM for titrated hits; 0.007% of 200,000 active; XIAP BIR domain, fluorescence polarization peptide displacement; higher % means a stronger effect; in the data active = displacement above about 50%; note: a part of the inactive calls stands beside numbers as strong as those of hits
Dynein cargo inh: inhibitors of GR-EGFP nuclear translocation, primary screen, dynein cargo transport inhibitor project, imaging, high-content, 3617.4 mouse cells; test concentration mostly 20 µM; stimulated with dexamethasone, 1 µM; hits give low values; z-score, hits read low; 0.47% of 220,000 active; AID 1381, 2008;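 active = plate z-score of nuclear minus cytoplasmic receptor signal below a set negative limit, without overly bright fluorescence or cell loss, cut at about -3.5 in these data, passing the limit was not always enough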;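 note: z-score of nuclear minus cytoplasmic ring GR-EGFP intensity difference per well; some compounds called inactive have numbers as strong as hits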
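Also added – dexamethasone, 1.0 µM final · Buffer or medium – tet-free, stripped-serum medium · Schedule – induction 48 h, compound 1 h, agonist 30 min · Detection – formaldehyde fixation, Hoechst nuclear stain, 10x automated fluorescence imaging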
MT stabilizer: microtubule stabilizers in HeLa cells, primary screen, imaging, high-content imaging; HeLa tubulin immunostaining HCS, 24 h; share of cells brighter than vehicle mean+2SD; % tubulin-high responders, % at 10 µM; 0.83% of 200,000 active;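 active = plate Z-score above 3 for both tubulin-high and condensed-nucleus cell shares, with cell loss under 80%, at 10 µM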;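 note: anti alpha tubulin signal scored within the nucleus-defined area of each cell; some results filed as inactive read as strong as hits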
WT yeast gro inh mutant strain: second read-out of WT yeast gro inh, no call of its own (marks repeat the call); inhibition, %; mitochondrial fusion phenotypic screen, mutant strain inhibition
Dynein cargo inh cytoplasmic EGFP: second read-out of Dynein cargo inh, no call of its own (marks repeat the call); z-score; measured here: cytoplasmic GR-EGFP intensity; hits give high values
Dynein cargo inh nuclear GR-EGFP: also measured in Dynein cargo inh; calls as there; z-score; measured here: nuclear GR-EGFP intensity;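 lower value marks the stronger effect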
Dynein cargo inh cell count: further read-out of Dynein cargo inh, marked with its call; z-score; measured here: cell count per field
Ins promoter up cell count: further read-out of Ins promoter up, marked with its call; cell count; measured here: cytotoxicity, nuclei count;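 total cells summed across four imaged fields per well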
Hep lipid drop cells 6.5 µM: recorded beside Hep lipid drop, whose call it bears; cell count; measured here: cell count, cytotoxicity flag;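 cells counted across two imaged fields per well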
bCat nuc transl cell count 5 µM: further read-out of bCat nuc transl, marked with its call; cell count; measured here: cell count, cytotoxicity flag
MT stabilizer Hoechst-high %: also measured in MT stabilizer; calls as there; % Hoechst-high responders; measured here: nuclear condensation Hoechst responders;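 share of cells brighter than vehicle mean plus two SD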
MT stabilizer cytotoxicity %: recorded beside MT stabilizer, whose call it bears; toxicity, %; measured here: cytotoxicity by cell density;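 0% = mean cell density of plate MIN control wells and 100% = no cells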
Autophagy mod cell loss 18 h: recorded beside Autophagy mod, whose call it bears; toxicity, %; measured here: cell loss, nuclei count;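 cell loss after 18 h compound exposure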
* hit, by the source's call; i = inactive; . = no result given.

SMILES	bCat nuc transl	Ins promoter up	Autophagy mod	Dynein cargo inh nuclear GR-EGFP	XIAP displacement	ER stress rescue	Hep lipid drop cells 6.5 µM	MT stabilizer	Autophagy mod cell loss 18 h	Ins promoter up cell count	Dynein cargo inh cytoplasmic EGFP	WT yeast gro inh mutant strain	Dynein cargo inh	MT stabilizer cytotoxicity %	bCat nuc transl cell count 5 µM	MT stabilizer Hoechst-high %	Dynein cargo inh cell count	WT yeast gro inh	Hep lipid drop
COc1ccc(NC(=S)N(CCCN2CCOCC2)Cc2cn(C)c3ccccc23)cc1	-3.0	0.53	i	0.34	-8.6%	-1.7%	568	3.6	13	1416	-0.25	-4	-0.48	13	1096	3.2	0.45	-7	29
COc1ccccc1N1CCN(/N=C/C=C\c2ccccc2[N+](=O)[O-])CC1	-0.3	-0.74	i	-0.13	0.5%	.	706	1.2	-32	1287	-0.31	11	-0.19	7.4	1080	1.6	0.43	30	6
Cc1ccc(NC(=O)c2ccc(S(=O)(=O)C(F)F)cc2)c(C)c1	0.4	0.84	i	1.2	-4.9%	-2.0%	664	1.7	4	1467	-0.049	-1	2.1	12	1058	3.2	-1.4	1	6
O=[N+]([O-])c1ccc(N/N=C/c2ccccc2)cc1	-2.3	0.48	.	0.2	.	.	724	.	.	1355	0.61	.	0.56	.	1085	.	-0.27	.	1
N/C(Cc1ccccc1Sc1ccccc1)=N\O	0.8	-0.51	i	-0.11	-3.6%	-2.0%	684	3.1	-10	1229	-0.24	-11	-0.11	9.0	963	2.7	-0.6	-8	8
Cc1cc(-c2ccccc2)nc(SCC(=O)c2cccc([N+](=O)[O-])c2)n1	0.1	-0.98	i	0.87	-2.1%	-1.4%	.	6.7	-17	1426	-0.12	-3	0.59	5.1	1404	3.8	-0.22	-8	.
COc1nccnc1NS(=O)(=O)c1ccc(NC(=S)NC(=O)c2ccc(F)cc2)cc1	0.2	0.18	i	0.091	-1.1%	-0.8%	618	4.5	2	1298	-0.3	-7	-0.071	4.5	466	3.7	-0.2	0	-10
Cc1cccn2c(=O)c3cc(C(=O)NC4CCCC4)c(=N)n(C4CCCC4)c3nc12	.	.	i	0.2	-5.8%	.	649	1.9	-7	.	-0.22	.	-0.41	16	.	3.7	1.3	.	19
NS(=O)(=O)c1ccc(N2N=C(c3ccc(Br)cc3)CC2c2ccc(F)cc2)cc1 (stereo not drawn)	5.6	-1.3	i	-1.4	3.4%	-1.8%	550	6.6	10	672	0.69	59*	-3.3	3.3	1094	2.4	-0.66	92*	-18
O=C(Cn1cc([N+](=O)[O-])nc1[N+](=O)[O-])N1CCN(c2ccccc2)CC1	-1.8	1.5	i	-0.99	-4.9%	-1.2%	620	3.4	-2	1352	0.051	-2	-2	11	1115	0.9	1.1	-10	0
COc1cc(OC)cc(-c2n[nH]c(=S)n2-c2ccc3c(c2)OCCO3)c1	-0.4	-0.55	i	1.5	0.4%	-0.8%	683	3.0	5	1438	-0.33	-10	3	9.3	1499	1.4	-1.2	2	28
CCOc1ccc(NC2C=CS(=O)(=O)C2)cc1 (stereo not drawn)	0.8	.	i	-0.18	0.8%	-3.1%	678	4.6	-3	.	-0.18	1	-0.36	2.1	589	2.5	-0.5	-7	-6
O=c1[nH]cc(C(F)(F)F)cc1NS(=O)(=O)c1ccccc1[N+](=O)[O-]	-0.2	-0.09	i	1	-3.2%	.	683	2.7	-11	1322	-0.1	2	2	2.6	1138	1.6	-0.6	14	-2
NC1=NC[C@H](Cc2ccc(O)cc2)N1CCC12CC3CC(CC(C3)C1)C2	0.2	-1.7	.	0.12	.	.	701	.	.	690	-0.8	.	0.13	.	1094	.	-0.11	.	27
CC(C)c1ccc(NC(=O)N2CCc3ccccc3C2)cc1	5.5	-0.73	i	0.84	-0.2%	-0.1%	619	1.9	-5	1497	-0.16	1	1	7.7	929	1.3	-0.58	11	-30
CC1CN(C(=O)c2ccccc2)c2ccccc2NC1=O (stereo not drawn)	.	0.06	i	-0.38	-5.1%	0.6%	681	1.9	-4	1482	-0.29	-13	-0.32	0.0	.	3.4	0.74	-1	12
COc1ccccc1/C=C/C(=O)N1CCCC1	1.5	0.18	i	0.22	1.4%	-4.4%	641	3.1	-6	1266	0.24	17	-0.082	5.4	933	1.9	0.089	-2	14
COc1cccc(OCCOc2c(OC)cccc2OC)c1	1.7	-0.35	i	-0.32	-10%	-0.1%	726	3.6	-5	1180	0.25	13	-0.78	8.3	1179	3.3	1.2	8	-2
O=C(Nc1cccc(Cl)c1)Nc1nc(-c2ccc(Cl)cc2)cs1	0.7	-1.2	i	2.2	-8.5%	-3.4%	.	2.7	-14	1444	-0.13	7	2.7	4.7	1393	1.4	-1.7	38	.
CC(NC(=O)CSc1ccccc1C(=O)O)C1CC2CCC1C2 (stereo not drawn)	-0.7	-0.09	i	1.8	-11%	-2.6%	659	1.1	1	1245	-0.19	2	1.1	3.4	1045	2.4	-1.1	16	6
COC(=O)[C@H](CC(C)C)NC(=O)NCCCc1ccccc1	-1.1	0.88	i	1.4	-0.9%	2.2%	736	4.8	6	1391	-0.047	-38	0.31	9.0	555	2.0	-1	-25	2
CCOC(=O)c1ccc2[nH]c(C)c(CCC(C)=O)c(=O)c2c1	-3.9	0.91	i	-0.34	-5.8%	-2.0%	.	2.5	-30	1313	0.39	-12	-1.2	7.5	963	3.1	0.83	-14	.
COCCNS(=O)(=O)c1ccc2c(c1)C(=O)c1cc(S(=O)(=O)NCCOC)ccc1-2	-3.4	0.18	i	1.3	-1.9%	-1.9%	807	1.1	-3	995	0.06	-4	1.7	9.7	1244	1.4	-0.87	-8	2
NC(=O)c1cnccn1	0.4	.	i	0.32	-2.8%	-2.4%	709	3.0	9	.	-0.31	-14	0.26	6.7	572	2.1	0.78	-5	-8

Quoted at random: two compounds from above
SMILES	bCat nuc transl	Ins promoter up	Autophagy mod	Dynein cargo inh nuclear GR-EGFP	XIAP displacement	ER stress rescue	Hep lipid drop cells 6.5 µM	MT stabilizer	Autophagy mod cell loss 18 h	Ins promoter up cell count	Dynein cargo inh cytoplasmic EGFP	WT yeast gro inh mutant strain	Dynein cargo inh	MT stabilizer cytotoxicity %	bCat nuc transl cell count 5 µM	MT stabilizer Hoechst-high %	Dynein cargo inh cell count	WT yeast gro inh	Hep lipid drop
NS(=O)(=O)c1ccc(N2N=C(c3ccc(Br)cc3)CC2c2ccc(F)cc2)cc1 (stereo not drawn)	5.6	-1.3	i	-1.4	3.4%	-1.8%	550	6.6	10	672	0.69	59*	-3.3	3.3	1094	2.4	-0.66	92*	-18
Cc1cc(-c2ccccc2)nc(SCC(=O)c2cccc([N+](=O)[O-])c2)n1	0.1	-0.98	i	0.87	-2.1%	-1.4%	.	6.7	-17	1426	-0.12	-3	0.59	5.1	1404	3.8	-0.22	-8	.

Other records
SMILES	bCat nuc transl	Ins promoter up	Autophagy mod	Dynein cargo inh nuclear GR-EGFP	XIAP displacement	ER stress rescue	Hep lipid drop cells 6.5 µM	MT stabilizer	Autophagy mod cell loss 18 h	Ins promoter up cell count	Dynein cargo inh cytoplasmic EGFP	WT yeast gro inh mutant strain	Dynein cargo inh	MT stabilizer cytotoxicity %	bCat nuc transl cell count 5 µM	MT stabilizer Hoechst-high %	Dynein cargo inh cell count	WT yeast gro inh	Hep lipid drop
NS(=O)(=O)c1cccnc1Nc1ccc(Cl)c(Cl)c1	0.5	-0.15	i	0.17	-1.9%	3.4%	808	2.4	-7	823	-0.26	20	0.077	7.1	1090	1.2	0.31	19	1
COc1cccc(Nc2ccccc2C(=O)O)c1	-0.4	0.08	i	0.61	1.0%	-1.4%	695	3.4	-1	1417	-0.15	4	2.2	2.4	1534	0.6	-1	10	-15
c1ccc2c(NCC3CCCO3)nc(-c3ccncc3)nc2c1 (stereo not drawn)	-7.1	-0.77	i	0.034	3.1%	2.7%	.	6.1	1	1128	-0.17	-11	-0.63	8.1	995	3.8	-0.13	-20	.
Cc1c(Cl)cccc1N(Cc1ccc(C(=O)O)cc1)S(=O)(=O)c1ccccc1	0.1	-0.41	i	-0.53	-0.1%	1.3%	650	3.5	10	1660	-0.27	2	-1	2.4	993	1.6	0.81	-19	1
O=c1c2ccccc2sc2ccc(Cl)cc12	3.6	-0.81	i	-0.5	-1.5%	0.9%	676	2.9	-15	1537	-0.32	2	-0.45	0.2	782	3.7	0.74	-2	2
